Assay outcomes as filed in PubChem.
NTR1 ag – agonists of NTR1, primary screen, imaging, U2OS cells, beta-arrestin-GFP, high content (AID 493036). activation, % at 20 µM. 0.17% of 330,000 active. Neurotensin receptor type 1 (Homo sapiens), P30989. NTR1-U2OS beta-arrestin-GFP spot imaging, agonist mode;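 active = activation at or above 40% of the spot to cytoplasm intensity ratio, with at least 20 cells analyzed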;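 note: 0% = DMSO without peptide and 100% = 100 nM NTR1 peptide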
Target sequence (P30989 whole entry, looked up): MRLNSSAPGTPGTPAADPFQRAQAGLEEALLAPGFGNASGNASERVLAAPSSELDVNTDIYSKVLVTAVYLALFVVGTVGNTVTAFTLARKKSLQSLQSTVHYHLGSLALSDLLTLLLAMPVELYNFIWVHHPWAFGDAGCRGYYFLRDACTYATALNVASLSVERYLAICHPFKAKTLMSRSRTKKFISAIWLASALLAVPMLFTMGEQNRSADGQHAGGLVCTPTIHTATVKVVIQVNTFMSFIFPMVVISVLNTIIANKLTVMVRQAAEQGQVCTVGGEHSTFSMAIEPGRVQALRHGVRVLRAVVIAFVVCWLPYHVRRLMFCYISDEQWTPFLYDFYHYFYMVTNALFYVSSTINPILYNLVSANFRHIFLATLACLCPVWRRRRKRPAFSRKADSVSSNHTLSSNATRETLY
NTR1 ag cell count 20 µM – also measured in NTR1 ag; calls as there; cell count; measured here: cell count, cytotoxicity flag
Active calls of the source: *. These rows are one share of the data; the hit share may differ from the screen's.

SMILES	NTR1 ag	NTR1 ag cell count 20 µM
Cc1cc(F)ccc1S(=O)(=O)Nc1ccc(C(=O)N(C)Cc2ccco2)cc1	0.8	64
O=C(COC(=O)Cc1ccccc1)NCc1ccc2c(c1)OCO2	0.1	61
COc1ccccc1C(CNC(=O)c1cccc(S(=O)(=O)Nc2ccc(C)cc2)c1)N1CCCC1 (stereo unspecified)	0.0	56
O=C(COC(=O)CNC(=O)c1cc(Cl)cc([N+](=O)[O-])c1)NC(=O)NCc1ccco1	1.1	55
CN(CC(=O)Nc1cccc(F)c1)C(=O)C1(c2ccccc2)CC1	-0.9	85
O=C(Nc1ccc(Cl)c(S(=O)(=O)N2CCOCC2)c1)[C@@H]1CCCN1C(=O)c1cccs1	-0.7	50
CC1CCN(c2ccc3c(c2)S(=O)(=O)c2cccc(C(=O)NC4CCCCC4)c2C3=O)CC1	3.7	65
NCCCCCNC(=O)c1nc[nH]c1C(=O)NCC(=O)OCc1ccccc1	0.6	60
CC(C(=O)Nc1ccccc1)N1CCN(C(=O)c2ccco2)CC1 (stereo unspecified)	1.1	60
COc1ccc(S(=O)(=O)N(C)C)cc1NC(=O)c1ccc(OCC(=O)N2CCOCC2)c(OC)c1	-1.4	55
CC(OC(=O)c1ccccn1)C(=O)Nc1nc(-c2ccc(F)c(F)c2)cs1 (stereo unspecified)	2.4	69
CCNC(=O)NC1c2ccccc2CSc2ccccc21 (stereo unspecified)	1.5	59
COc1ccc(S(=O)(=O)N2CCOCC2)cc1NC(=O)c1cc(C)oc1C	4.4	44
CC(=O)c1c(C)[nH]c(C(=O)CN2CCN(S(=O)(=O)c3ccccc3F)CC2)c1C	1.3	81
CC(=O)NS(=O)(=O)c1ccc(NC(=O)c2cccc3ccccc23)cc1	-0.3	35
N#CCCN(C(=O)COC(=O)c1cc2ccccc2oc1=O)c1ccccc1	-2.1	69
C=CCNC(=O)c1onc(CS(=O)(=O)c2cc(C)cc(C)c2)c1C(=O)NCC=C	0.3	59
CN(c1ccc(OCC(=O)NCCc2ccccc2)cc1)S(=O)(=O)c1ccc(Cl)cc1	3.3	63
CCCCn1nc(C(=O)N(CCOC)c2c(N)n(CCCC)c(=O)[nH]c2=O)c2ccccc2c1=O	-2.3	72
CCOc1ccc(C(=O)N(CC(=O)Nc2cccc(C)c2C)CC2CCCO2)cc1OC (stereo unspecified)	0.6	55
Cc1ccccc1C(=O)Nc1cccc(-c2ccc(N3CCOCC3)nn2)c1	-0.2	53
COc1cc(OC)cc(C(=O)N[C@H](C(=O)NC2CCCc3ccccc32)C(C)C)c1 (stereo partly specified)	0.9	60
Cc1cccc(C)c1NC(=O)CNC(=O)CCCc1c[nH]c2ccccc12	-0.3	58
C=CC[C@@H](CC(=O)N(CCO)Cc1ccccc1)C(=O)NC[C@@H](OC(=O)[C@@H](CC=C)Cc1ccc(F)cc1)c1ccccc1	7.5	54
Cc1cnc(C(=O)OC(C)C(=O)Nc2ccc(Oc3ccccc3)cc2)cn1 (stereo unspecified)	-1.8	91
C[C@]12c3[nH]c4ccccc4c3CCN1C(=O)C(CC(=O)NCC13CC4CC(CC(C4)C1)C3)C[C@@H]2C(=O)N1CCCCC1 (stereo partly specified)	10	69
CN(Cc1nc2ccccc2c(=O)[nH]1)C(=O)c1cc2c(s1)CCCCC2	3.9	62
Cc1cc(NC(=O)C(C)SCC(=O)OC(C)C(=O)Nc2cccc(C#N)c2)no1 (stereo unspecified)	0.0	76
Cc1ccc(NS(=O)(=O)c2ccc(C(=O)NC3CCN(Cc4ccccc4)CC3)cc2)cc1	12	69
CN(Cc1ccc(F)cc1)C(=O)c1cccc(S(=O)(=O)N2CCN(Cc3ccccc3)CC2)c1	0.2	53

Laid out differently: entries from further up
Order of results: NTR1 ag	NTR1 ag cell count 20 µM
- COc1cc(OC)cc(C(=O)N[C@H](C(=O)NC2CCCc3ccccc32)C(C)C)c1 (stereo partly specified)
    0.9	60
- Cc1cccc(C)c1NC(=O)CNC(=O)CCCc1c[nH]c2ccccc12
    -0.3	58
- C=CC[C@@H](CC(=O)N(CCO)Cc1ccccc1)C(=O)NC[C@@H](OC(=O)[C@@H](CC=C)Cc1ccc(F)cc1)c1ccccc1
    7.5	54
- Cc1cnc(C(=O)OC(C)C(=O)Nc2ccc(Oc3ccccc3)cc2)cn1 (stereo unspecified)
    -1.8	91
- C[C@]12c3[nH]c4ccccc4c3CCN1C(=O)C(CC(=O)NCC13CC4CC(CC(C4)C1)C3)C[C@@H]2C(=O)N1CCCCC1 (stereo partly specified)
    10	69
- CN(Cc1nc2ccccc2c(=O)[nH]1)C(=O)c1cc2c(s1)CCCCC2
    3.9	62

Record cards, from the list above:
C=CCNC(=O)c1onc(CS(=O)(=O)c2cc(C)cc(C)c2)c1C(=O)NCC=C across the screens: NTR1 ag = 0.3; NTR1 ag cell count 20 µM = 59
CN(Cc1nc2ccccc2c(=O)[nH]1)C(=O)c1cc2c(s1)CCCCC2 across the screens: NTR1 ag = 3.9; NTR1 ag cell count 20 µM = 62
Cc1cc(NC(=O)C(C)SCC(=O)OC(C)C(=O)Nc2cccc(C#N)c2)no1 (stereo unspecified) across the screens: NTR1 ag = 0.0; NTR1 ag cell count 20 µM = 76

Later entries:
SMILES	NTR1 ag	NTR1 ag cell count 20 µM
CCC(c1nnc(SCC(=O)NC2CCCCC2)n1Cc1ccccc1)N(C)C (stereo unspecified)	1.1	69
O=C(Nc1cc(Cl)ccc1N1CCOCC1)C1CC1	0.3	62
O=C(COC(=O)CN1C(=O)c2ccccc2C1=O)Nc1cccc(F)c1	-1.8	60
Cc1cc(C)c(C#N)c(N2CCN(C(=O)C3COc4ccccc4O3)CC2)n1 (stereo unspecified)	1.0	66
O=C(CN1CCN(C(=O)c2ccco2)CC1)Nc1cccc(S(=O)(=O)N2CCCC2)c1	1.4	68
CCN1CCN(c2ccc(S(=O)(=O)N3CCCCC3)cc2NC(=O)COc2ccc(Cl)cc2)CC1	4.4	56
CC1(c2ccccc2Cl)NC(=O)N(CC(=O)Nc2ccc(N3CCCCC3)cc2)C1=O (stereo unspecified)	-1.1	46
CC(C)(C)OC(=O)N1O[C@H]2CC1[C@@H]1[C@@H]2N=NN1CCc1ccncc1	0.0	70
Cc1cc(OCC(=O)OCC(=O)NCC2CCCO2)ccc1Cl (stereo unspecified)	-1.1	65
CCOC(=O)C1=C(C)c2ccccc2OC1C(=O)OCC (stereo unspecified)	-0.4	69
Cc1c(NC(=O)c2ccc(S(=O)(=O)N(C)C)cc2)cccc1-n1cnnn1	0.7	53
Cc1[nH]c2ccccc2c1C(=O)C(C)OC(=O)c1ccccc1NCCO (stereo unspecified)	5.2	72
O=C(Nc1ccccn1)c1ccc(Cl)c(S(=O)(=O)N2CCCC2)c1	0.3	64
COCCCNC(=O)CC1C[C@H](C(=O)N2CCCCC2)[C@@]2(C)c3[nH]c4ccc(OC)cc4c3CCN2C1=O (stereo partly specified)	-0.4	55
OC[C@@H](O)[C@@H](O)[C@H](O)[C@H](O)CO	-2.3	64
COc1cc(C(=O)NNC(=O)/C=C/c2ccccc2)cc(OC)c1OC	0.9	62
CCOC(=O)c1c(-c2ccc(C)cc2)csc1NC(=O)c1cc2ccccc2oc1=O	4.2	61
COc1ccccc1CNC(=O)COC(=O)c1ccc(C)c(S(=O)(=O)N2CCOCC2)c1	6.2	54
Cc1ccc(OCCC(=O)Nc2ccccc2C(=O)N2CCCCC2)cc1	-1.2	68
Cc1ccc(COC(=O)c2cccc(S(=O)(=O)N3CCCCCC3)c2)cc1	-0.3	67
COc1ccc(CCOC2OC(CO)C(OC(=O)/C=C/c3ccc(O)c(OC)c3)C(O[C@H]3O[C@@H](C)[C@H](O)[C@@H](O)[C@H]3O)C2O)cc1O (stereo partly specified)	-0.9	55
N#CC1(NC(=O)COC(=O)Cn2[nH]c(=O)c3ccccc3c2=O)CCCCC1	-0.4	63
CC(OC(=O)c1ccco1)C(=O)Nc1nc(-c2ccccc2)cs1 (stereo unspecified)	2.7	39
Cc1ccc(N2CC(NS(=O)(=O)c3cc(F)ccc3F)CC2=O)cc1C (stereo unspecified)	1.2	59
Cc1cccc(NC(=O)CNC(=O)CCc2nc3sc4c(c3c(=O)[nH]2)CCCC4)c1C	-1.0	62
O=C(COn1nnc2ccc(Cl)cc21)NC1CCS(=O)(=O)C1 (stereo unspecified)	1.1	51
Cc1ccc(C(=O)OCC(=O)Nc2ccc3c(c2)OCO3)c(O)c1	-0.7	52
COc1ccc(OC)c(S(=O)(=O)N2CCCC(C(=O)N3CCC(C(N)=O)CC3)C2)c1 (stereo unspecified)	1.1	66
Cc1cccc(C(=O)OC(C)C(=O)N2CCc3ccccc3C2)c1C (stereo unspecified)	-2.7	106
CN(C(=O)CSc1nnc(C2CC2)n1C)C1CCCc2ccccc21 (stereo unspecified)	-1.5	52

Part of the list above, comma-delimited:
SMILES,NTR1 ag,NTR1 ag cell count 20 µM
COc1ccc(OC)c(S(=O)(=O)N2CCCC(C(=O)N3CCC(C(N)=O)CC3)C2)c1 (stereo unspecified),1.1,66
Cc1cccc(C(=O)OC(C)C(=O)N2CCc3ccccc3C2)c1C (stereo unspecified),-2.7,106

Next section
SMILES	NTR1 ag	NTR1 ag cell count 20 µM
COc1ccc(S(=O)(=O)N2CCOCC2)cc1NC(=O)COC(=O)C1CC1C (stereo unspecified)	16	42
COc1ccc(S(=O)(=O)Nc2cccc(-c3ccc4nncn4n3)c2)cc1	0.3	61
Cc1cccc(C)c1NC(=O)CN(C)C(=O)CC1OC(=O)c2ccccc21 (stereo unspecified)	-0.3	76
CC(=O)c1cccc(NC(=O)COC(=O)CCC(=O)c2ccc(F)cc2)c1	-2.7	58
O=C(CCNC(=O)c1ccc(Cl)cc1)NCCCN1CCOCC1	-2.0	49
O=C(COC(=O)CCS(=O)(=O)c1ccccc1)Nc1cc(S(=O)(=O)N2CCCCC2)ccc1Cl	2.1	58
NC(=O)c1cccc(-c2noc(-c3ccccc3F)n2)c1	-0.7	50
CC1(NC(=O)CN2CCN(c3cnn(-c4ccccc4)c(=O)c3Cl)CC2)CCS(=O)(=O)C1 (stereo unspecified)	-2.6	61
Cc1[nH]c2ccc(C(=O)OC(C)C(=O)N(C)C3CCCCC3)cc2c1C (stereo unspecified)	5.1	52
O=C(C[C@H]1C/C=C\C[C@@H](Cc2ccc(F)cc2)C(=O)OC[C@H]2CCCN2C1=O)N[C@@H](CO)Cc1ccccc1	-0.2	54
Nc1c(C(=O)CSc2nc(-c3ccccc3)cs2)c(=O)[nH]c(=O)n1C1CC1	1.1	46
Cc1ccc2nc(NC(=O)CSc3nc(=O)n(CCCN(C)C)c4c3CCC4)sc2c1	9.6	62
C=CCOc1ccc(/C=C/C(=O)OCC(=O)N2CCN(C(C)=O)CC2)cc1	-1.0	65
CCOC(=O)C1C(C(=O)OC)=C(c2ccc(OC)cc2)c2ccc(OC)cc2N1S(=O)(=O)C(F)(F)F (stereo unspecified)	6.8	65
N#Cc1ccc(S(=O)(=O)NCC(=O)OCC(=O)N2CCCC2=O)cc1	0.5	61
COc1cc(C(=O)NC2CCCC(C)C2C)ccc1OCC(=O)N1CCOCC1 (stereo unspecified)	-2.1	63
Cc1cc(C(=O)CSc2nc3ccc(Cl)cc3[nH]2)c(C)n1Cc1ccco1	6.9	63
COc1cc2ccccc2cc1C(=O)N1CCCCC1	-1.1	53
COc1ccccc1CCC(=O)Nc1ccc(S(=O)(=O)Nc2nccs2)cc1	-0.5	61
O=C(COc1ccc(-n2cnnn2)cc1)Nc1ccc(F)c(F)c1	0.0	50
COc1ncc(C2=CC(=O)CC(C)(C)C2)cn1	-0.7	46
Cc1ccc(C)c(N2CCN(C(=O)CCc3nc(-c4ccccc4F)no3)CC2)c1	11	60
Nc1c(N(Cc2ccccc2)C(=O)COc2cccc(Cl)c2)c(=O)[nH]c(=O)n1Cc1ccccc1	1.8	61
O=C1CS(=O)(=O)N(Cc2ccccc2F)c2ccc(Br)cc21	-0.5	49
Cc1ccc(C(=O)OCC(=O)NCc2ccc3c(c2)OCO3)o1	0.4	49
C[C@H](CO)N1C[C@H](C)[C@@H](CN(C)C(=O)NC2CCCCC2)Oc2c(NC(=O)CCC(F)(F)F)cccc2C1=O	0.4	46
Brc1ccc(-c2ccc(C3Nc4cccc5cccc(c45)N3)o2)cc1	2.0	62
Cc1ccccc1OCC(=O)OCC(=O)c1cc(C)n(C2CC2)c1C	0.0	58
Nc1ccn(CC(=O)N2CCN(c3ccccn3)CC2)c(=O)n1	0.3	51
Cc1noc(C)c1CSCC(=O)Nc1cc(C(F)(F)F)ccc1N1CCOCC1	-2.4	85
COc1cccc(-c2sc3ccc(OC)cc3c2C#CC2(O)CCCCC2)c1	14	71
NC(=O)Nc1ccc(C(=O)OCC(=O)NCc2ccc3c(c2)OCO3)cc1	-1.7	68
CC(=O)c1ccc(S(=O)(=O)Nc2ccc(C(=O)N(C)CC(=O)Nc3cccc(C)c3C)cc2)cc1	-0.3	55
Cc1ccccc1NS(=O)(=O)c1ccc(C(=O)NCCCN2CCCC2=O)cc1	-1.1	50
NC(=O)C1CCCN(C(=O)c2ccc3c(c2)NC(=O)CS3)C1 (stereo unspecified)	2.7	91
CCCCn1c(N)c(N(CC(C)C)C(=O)c2ccc(N(C)S(=O)(=O)c3ccc(C)cc3)cc2)c(=O)[nH]c1=O	-0.1	60
Cc1ccc(S(=O)(=O)N2[C@@H](c3ccc(F)cc3)C(C(=O)O)=CC[C@H]2c2cccc(Cl)c2)cc1	5.3	58
CN(CC(=O)Nc1ccc(F)cc1)C(=O)COC(=O)c1ccccc1	-0.7	49
O=C(O)CCc1ccc(S(=O)(=O)Nc2cc(C(F)(F)F)ccc2N2CCCC2)cc1	-1.0	67
CC(C)c1ccc(CN2CCN(S(=O)(=O)c3ccc(Cl)s3)CC2)cc1	0.9	64
O=C(NCC1CCCO1)c1cccc(S(=O)(=O)N2CCCCC2)c1 (stereo unspecified)	-1.4	88
O=C(CN1CCc2ccccc2C1)Nc1ccccc1C(=O)NC1CC1	-0.1	70
CCOc1ccccc1C(=O)Nc1cccc(-c2ccc(N3CCOCC3)nn2)c1	7.8	54

Copied from the list:
For NTR1 ag cell count 20 µM, `O=C(COC(=O)CCS(=O)(=O)c1ccccc1)Nc1cc(S(=O)(=O)N2CCCCC2)ccc1Cl` shows 58
For NTR1 ag, `COc1cc(OC)cc(C(=O)N[C@H](C(=O)NC2CCCc3ccccc32)C(C)C)c1` (stereo partly specified) shows 0.9
